# Pol kappa inh: DNA polymerase kappa (human) inhibition | Potency, µM (highest dose often 107 µM), for the others: at the highest dose activity, negative = inhibition, most hits filed as inhibitors | AID 588579 | Q9UBT6 | purified Pol kappa, fluorescent DNA synthesis assay, 10 min | 0.53% of 400,000 active; also: potency is read from the fitted curve at half-maximal effect; % is scaled to controls: 0 for no effect and ±100 for the full control effect
#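 Here, compound and 10 nM enzyme are combined for 15 min at room temperature; adding 50 nM substrate (final) starts DNA synthesis, tracked by fluorescence at 0 and 10 min against buffer-only wells.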
# ERG-DNA inh: blocks human ERG Ets domain binding to DNA; P11308; fluorescence polarization, His-ERG Ets domain / labelled DNA; Potency, µM (top dose mostly 76.9 µM), inactives show top-dose FP activity, negative = inhibition, actives largely listed as inhibitors; 0.028% of 370,000 active; active = well fitted inhibition curve with a large enough effect in the polarisation, with a control signal flat; inconclusive = small, poorly fitted or top-dose-only effect, or effect the other way, or a change in a side signal; inactive = no such curve, though single readings can be large or run the other way; the % refers to the polarisation;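 also: polarization taken with two DNA probes labelled with fluorescein and Texas red; potency is read from the fitted curve at half-maximal effect; % of control where 0% means no effect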
# Target sequence (P11308 whole entry, looked up, the tested form may be a part): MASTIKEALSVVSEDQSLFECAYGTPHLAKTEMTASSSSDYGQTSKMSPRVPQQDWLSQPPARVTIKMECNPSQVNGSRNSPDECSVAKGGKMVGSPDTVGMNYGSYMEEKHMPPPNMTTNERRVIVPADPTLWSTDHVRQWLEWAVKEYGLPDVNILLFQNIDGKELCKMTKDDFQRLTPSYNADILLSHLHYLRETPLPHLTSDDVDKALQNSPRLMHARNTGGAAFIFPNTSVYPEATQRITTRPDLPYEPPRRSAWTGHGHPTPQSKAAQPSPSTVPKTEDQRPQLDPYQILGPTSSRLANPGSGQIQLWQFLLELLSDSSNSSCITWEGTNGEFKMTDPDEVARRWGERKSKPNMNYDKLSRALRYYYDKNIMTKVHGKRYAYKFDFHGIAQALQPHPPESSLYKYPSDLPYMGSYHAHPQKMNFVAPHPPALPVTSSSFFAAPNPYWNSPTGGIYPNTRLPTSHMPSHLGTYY
#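 His-tagged ERG Ets domain (1 uM in the protein solution; 300mM KCl, 50mM Tris-HCl, 1mM EDTA, 1mM DTT, pH 7.5) received compound, then a probe mix of 5 nM fluorescein-DNA and 100nM Texas-615-DNA. Fluorescence polarization was read for both dyes.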
# ALOX12 inh: blocks human arachidonate 12S-lipoxygenase; P18054; purified 12hLO, xylenol orange hydroperoxide absorbance; Potency, µM (titrated, usually from 108 µM), for the others: at the top dose activity change, negative = inhibition, hits mostly inhibitors; 1.1% of 580,000 active; AID 1671190; also: potency is read from the fitted curve at half-maximal effect; % is scaled to controls: 0 for no effect and ±100 for the full control effect
# Target sequence (P18054 whole entry, looked up): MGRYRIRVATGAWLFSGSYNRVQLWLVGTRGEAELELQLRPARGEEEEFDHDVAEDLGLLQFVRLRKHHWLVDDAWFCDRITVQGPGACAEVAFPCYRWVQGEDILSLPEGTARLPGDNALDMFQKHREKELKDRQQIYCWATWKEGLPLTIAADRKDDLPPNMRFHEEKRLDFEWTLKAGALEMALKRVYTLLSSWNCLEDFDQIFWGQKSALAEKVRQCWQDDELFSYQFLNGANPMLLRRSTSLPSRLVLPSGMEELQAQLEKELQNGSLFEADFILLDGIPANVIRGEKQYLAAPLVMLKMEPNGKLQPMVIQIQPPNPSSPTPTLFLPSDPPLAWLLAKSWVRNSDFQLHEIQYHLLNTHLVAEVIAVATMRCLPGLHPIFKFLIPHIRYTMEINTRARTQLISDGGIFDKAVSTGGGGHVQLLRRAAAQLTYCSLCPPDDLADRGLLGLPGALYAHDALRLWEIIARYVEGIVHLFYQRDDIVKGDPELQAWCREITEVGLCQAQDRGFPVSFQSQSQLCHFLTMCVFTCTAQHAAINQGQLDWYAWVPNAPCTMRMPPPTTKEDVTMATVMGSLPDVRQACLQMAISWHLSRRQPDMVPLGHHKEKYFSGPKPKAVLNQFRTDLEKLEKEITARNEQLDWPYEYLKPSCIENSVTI
#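 Purified human 12hLO at 150 nM in 25 mM Hepes, 0.01% Triton X-100, pH 7.0, preincubated 15 min at room temperature with compound. Reaction started with 40 uM arachidonic acid, 30 min at room temperature. Hydroperoxide measured by Fe-xylenol orange, 573/405 nm absorbance ratio.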
# APEX1 inh: inhibitors of human APE1 endonuclease; 0.35% of 350,000 active; AID 2517; recombinant APE1, TAMRA/BHQ-2 abasic DNA cleavage fluorescence; P27695; Potency, µM (series often up to 65.8 µM), for the others: at the top dose activity change, negative = inhibition, hits mostly inhibitors;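 also: potency is read from the fitted curve at half-maximal effect; plate controls were vehicle for no effect and reference inhibitor for full effect; nearly all actives have a fitted effect of over 55% in size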
#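 Enzyme (0.75 nM final) and test compound are incubated 15 min at room temperature before adding 50 nM quenched THF abasic-site duplex. Cleavage dequenches TAMRA, followed at 525/598 nm over three reads one minute apart.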
# Pol iota inh: inhibitors of human DNA polymerase iota; Potency, µM (series often up to 115 µM), for the others: at the highest dose activity, negative = inhibition, actives largely listed as inhibitors; Q9UNA4; Pol iota fluorescent replication assay, 10 min; 1% of 390,000 active; also: potency is read from the fitted curve at half-maximal effect
#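 Pol iota at 10 nM preincubated 15 min with compounds at room temperature; reaction started with fluorescent substrate, 50 nM final. Fluorescence read kinetically at 0 and 10 min; buffer-only wells as negative control.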
# Pol beta inh: blocks human DNA polymerase beta activity; Pol beta primer extension/strand displacement, fluorescence kinetic; Potency, µM (titrated, usually from 114 µM), for the others: at the highest dose activity change, negative = inhibition, hits mostly inhibitors; 1.3% of 340,000 active; also: potency is read from the fitted curve at half-maximal effect; % is scaled to controls: 0 for no effect and ±100 for the full control effect
#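 Homogeneous kinetic assay of primer extension and strand displacement by 10 nM Pol beta, preincubated 15 min at room temperature with compound before 50 nM substrate (final) was added. Read at 0 and 10 min; four-parameter Hill fit.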
# BLM inh: inhibitors of human Bloom syndrome helicase BLM. P54132. recombinant BLM DNA unwinding, fluorescence dequenching. Potency, µM (top dose mostly 56.1 µM), without a hit: top-dose activity change, negative = inhibition, actives largely listed as inhibitors. 0.2% of 350,000 active. AID 2528;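 also: potency is read from the fitted curve at half-maximal effect; plate controls were vehicle for no effect and no enzyme for full effect; nearly all actives have a fitted effect of over 35% in size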
# Apoferritin bind: binds horse apoferritin like a general anesthetic | apoferritin/1-aminoanthracene competitive binding, fluorescence | P02791 | AID 485281 | Potency, µM (top dose mostly 77.5 µM), without a hit: at the highest dose activity change, negative = displacement, actives largely listed as inhibitors | 0.074% of 350,000 active; also: potency is read from the fitted curve at half-maximal effect; % is scaled to controls: 0 for no effect and ±100 for the full control effect; nearly all actives have a fitted effect of over 20% in size
#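 Probe: 1-aminoanthracene (50% saturated, PBS). Protein: horse-spleen apoferritin, 10 uM. Incubation: 10 min, room temperature. Detection: 380 nm excitation, 535 nm emission. Analysis: normalized response, four-parameter Hill.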
# TRHR ag: TRH receptor (human) agonism | TRHR cells, calcium flux fluo-8, FDSS agonist mode | activation, % at 2 µM | 0.18% of 360,000 active; in the data active = activation above about 30%; also: 0% is about no effect
#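 In this calcium-flux screen, cells bearing human TRHR are dye-loaded with fluo-8, baselined for 10 cycles, then exposed to library compounds; positive kinetic calcium responses during the agonist phase mark hits, with TRH as control.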
# * marks the source's active call; other numbers are inactive results; ? = inconclusive; . = no result given; [ ] = another dose, or the depositor's remark. Unless noted, calls follow the shape of the dose curve; as a rule, active = well fitted curve in the direction sought with a large enough effect; inconclusive = small, poorly fitted or top-dose-only effect, or another doubt; inactive = no such curve, though single readings can be large; an effect the other way counts as inactive or inconclusive. Not all compounds are listed. The share of hits here may be higher or lower than overall.
# Results follow in this order: Pol kappa inh	ERG-DNA inh	ALOX12 inh	APEX1 inh	Pol iota inh	Pol beta inh	BLM inh	Apoferritin bind	TRHR ag
- CC(C)[C@H]1COC(NC2=N[C@@H](C(C)C)CO2)=N1
→ 2%	1%	8%	8%	31%[activator]	4%	1%	-10%	0.3
- CCC(CC)C(=O)NCCCCc1ccccc1
→ -13%	4%	-11%	18%	15%	38%	3%	-5%	-0.2
- CN(c1ccc(F)cc1)S(=O)(=O)c1ccc(Cl)c(C(=O)NCC2(N3CCOCC3)CCCCC2)c1
→ -5%	3%[15.4 µM]	-3%	.	-5%	.	.	.	.
- CCOC(=O)c1nnn(-c2nonc2N)c1C
→ 4%	5%	4%	-11%	29%	-15%	-2%	1%	-4.1
- CC(C)C(=O)Nc1c2c(nn1-c1ccc(F)cc1)CS(=O)(=O)C2
→ 2%	0%	0%	25%	-8%	3%	-6%	4%	0.1
- CNC(=O)NC(=O)Cn1cnc2sc(-c3ccccc3)cc2c1=O
→ -1%	31%[activator]	17%	-9%	-13%	30%	-7%	3%	0.5
- O=C(CCCCCNC(=S)Nc1ccccc1)C[N+](=O)[O-]
→ -13%	-2%	-18%	-10%	11%	-17%	-2%	-12%	-0.6
- COCC(=O)Nc1cc(C(=O)NCCc2ccccc2)ccc1Cl
→ -3%	-17%	7%	14%	0%	5%	1%	-1%	-1.1
- O=C(CCSc1nnc(-c2ccco2)o1)N1CCOCC1
→ -21%	-5%	0%	2%	150%[activator]	-6%	-2%	1%	-0.5
- CC(=O)c1c(N2CCOCC2)[nH]c(-c2ccccc2)nc1=S
→ -15%	7%	?	-10%	-8%	5%	5%	5%	0.5
- COc1ccccc1-c1nnc(C2CCN(S(=O)(=O)c3ccccc3[N+](=O)[O-])CC2)o1
→ -1%	1%	-4%	38%	-2%	22%	1%	?	-0.2
- CC1=C(C(=O)Nc2ccccc2)C(c2ccco2)C(C#N)=C(SCc2ccccc2)N1 (stereo not drawn)
→ .	.	.	-7%	.	?	-14%	7%	-0.8
- CC(C)CCNC(=O)C(c1ccncc1)N(CC1CCCO1)C(=O)Cn1nnc(-c2ccc(F)cc2)n1 (stereo not drawn)
→ -15%	1%	-10%	2%	28%	-16%	-9%	-8%	0.3
- COc1ccc(OC)c(CN2CCC(C(=O)N3CCN(c4ccccc4F)CC3)CC2)c1
→ -14%	0%	?	3%	8%	-15%	-9%	-7%	-0.5
- COc1ccc(OCC(=O)NCC2(N3CCN(C)CC3)CCCCC2)cc1
→ -1%	0%	-23%	.	7%	37%	5%	4%	-0.5
- COC(=O)c1ccccc1NC(=S)NC(=O)c1ccc(C)cc1
→ 1%	-4%	35µM*	-5%	-10%	-21%	-5%	-14%	-0.5
- CCOC(=O)Cn1c(S(=O)(=O)Cc2ccc(Cl)cc2)nc(-c2ccccc2)c1-c1ccccc1
→ -9%	-5%	8%	-3%	5%	-21%	-6%	-7%	-0.1
- Cc1ccc(-c2nc3ncccc3o2)cc1NC(=O)c1cccc(OCC(C)C)c1
→ -5%	6%	-22%	.	14%	33%	-27%	5%	0.4
- Cc1cc(N2CCCCC2)n2ncc(-c3ccccc3)c2n1
→ -4%	7%	0%	-7%	4%	2%	-4%	501%[activator]	-0.7
- O=C1S/C(=C/c2ccccc2)C(=O)N1CC(O)Cn1c2ccccc2c2ccccc21 (stereo not drawn)
→ -2%	-2%	-15%	-5%	-1%	23%	-8%	-14%	0.5
- O=C(CSc1ccccn1)Nc1ccc(Cl)c([N+](=O)[O-])c1
→ 6%	-9%	4%	12%	125%[activator]	25%	-1%	?	-0.2
- COc1ccccc1N1CCN(C(=O)Cn2ncc3ccsc3c2=O)CC1
→ -2%	0%	-10%	.	32%[activator]	30%	-10%	-4%	-1.3
- Cc1ccc(-c2nnn(CC(=O)N(CCCO)C(C(=O)NC3CCCC3)c3ccc(Cl)cc3)n2)o1 (stereo not drawn)
→ -3%	1%	0%	70%[activator]	-6%	-11%	-10%	11%	0.4
- CCOc1ccc(NC(=O)NNC(=O)C2CCC(C(C)(C)C)CC2)cc1 (stereo not drawn)
→ -6%	-1%	-4%	7%	10%	-1%	-4%	?	-0.1
- CN(C)NC(=S)Nc1cccc(C(F)(F)F)c1
→ 2%	-1%	0%	6%	31%[activator]	37%	2%	4%	-1.3
- COc1ccc(S(=O)(=O)Nc2c(C)nn(C)c2C)cc1Br
→ -4%	-1%	6%	11%	-2%	.	.	.	.
- COc1ccc2sc(C)[n+](C)c2c1
→ 3%	-3%	?	9%	14%	9%	3%	0%	0.5
- Cc1nn(S(=O)(=O)c2ccc(C(C)(C)C)cc2)c(C)c1S(=O)(=O)N1CCC(C)CC1
→ -5%[60.1 µM]	4%	-29%	.	18%	3%	-6%	-7%	0.1
- CSCC[C@@H](C(=O)O)N1Cc2ccccc2C1=O
→ -3%	-7%	?	17%	?	9%	-1%	-6%	0.1
- CC(C)CC(NC(=O)CC12CC3CC(CC(C3)C1)C2)C(=O)NC1=NCCS1 (stereo not drawn)
→ 2%	6%	-7%	9%	103%[activator]	1%	-2%	-17%	-0.6

# Single entries from the results shown:
# CCOc1ccc(NC(=O)NNC(=O)C2CCC(C(C)(C)C)CC2)cc1 (stereo not drawn) @ Pol kappa inh: -6%
# Cc1ccc(-c2nnn(CC(=O)N(CCCO)C(C(=O)NC3CCCC3)c3ccc(Cl)cc3)n2)o1 (stereo not drawn) @ ALOX12 inh: 0%

# The results go on.
# Results follow in this order: Pol kappa inh	ERG-DNA inh	ALOX12 inh	APEX1 inh	Pol iota inh	Pol beta inh	BLM inh	Apoferritin bind	TRHR ag
- CC(C)OC(=O)n1c(=S)oc2ccccc21
→ -6%	.	10%	24%	-8%	9%	-1%	-10%	0.0
- Cc1onc(-c2c(F)cccc2Cl)c1C(=O)Nc1nnc(C(F)(F)F)s1
→ -5%	5%	?	16%	?	0%	-1%	-9%	3.1
- COc1ccc(CCNc2ccc(C(CC(N)=O)NC(=O)Cc3cccc4ccccc34)cc2[N+](=O)[O-])cc1 (stereo not drawn)
→ -4%	-7%	0%	2%	-28%	14%	-5%	-12%	-0.7
- COc1ccc(NC(=O)/C=C/c2cccc(F)c2)cn1
→ 4%	10%	-30%	-1%	53%[activator]	14%	1%	2%	1.1
- O=C(Nc1cccc(F)c1)c1ccc2ncsc2c1
→ -16%	0%	.	41%	30%[activator]	0%	-2%	2%	1.2
- CCCCn1c(=S)[nH]c2cc(S(=O)(=O)N3CCCCC3)ccc21
→ -6%	-5%	?	0%	-2%	19%	-4%	-17%	0.0
- CCn1cc([N+](=O)[O-])c(C(=O)N2N=C(c3ccccc3)CC2c2ccc([N+](=O)[O-])cc2)n1 (stereo not drawn)
→ -3%	1%	-20%	-6%	8%	-4%	-3%	?	0.6
- CNC(=S)N(C)[C@H]1c2c(ccc3ccccc23)OC[C@H]1CO
→ -6%	4%	-12%	12%	20%	33%	-1%	-2%	1.5
- CCCC(=O)n1nc(-c2ccco2)nc1NCc1ccccc1Cl
→ -18%	-5%	-3%	.	23%	1%	2%	-3%	-0.1
- O=C(Cc1ccc(Cl)c(Cl)c1)Nc1cccc2ncccc12
→ -24%	-5%	2%	-2%	168%[activator]	-28%	-3%	-11%	-1.0
- COCCN(C(=O)CCl)C(C(=O)NC1CCCCC1)c1ccccc1C (stereo not drawn)
→ 1%	-5%	-21%	5%	4%	-1%	0%	-8%	-0.6
- O=C(COc1ccc(Cl)cc1)OCC(=O)N1CCOCC1
→ -8%	-5%	1%	-3%	9%	.	.	.	.
- Cc1ccc(CSCC(=O)NN=C2CCN(C)CC2)cc1
→ 1%	.	-1%	-2%	-11%	38%	-1%	?	0.2
- O=C(CCc1ccccc1)NCCc1nc2ccccc2[nH]1
→ -3%	-4%	-2%	-2%	27%	-11%	-7%	-8%	-0.2
- S=c1[nH]nc(CCc2nc3ccccc3[nH]2)n1-c1ccccc1
→ 1%	1%	-8%	0%	19%	25%	1%	-3%	0.3
- CCOC(=O)COn1c(SCC(=O)OCC)nc2ccccc2c1=O
→ -21%	-5%	-6%	3%	12%	13%	3%	-9%	-0.5
- CC(C)C[C@H](NC(=O)c1nc[nH]c1C(=O)NCc1ccccc1)C(=O)OC(C)(C)C
→ -14%	-3%	-4%	-2%	-2%	?	-18%	?	0.4
- COc1ccc(CCNC(=O)Cn2nnc(-c3ccc(N4CCOCC4)cc3)n2)cc1OC
→ 1%	.	8%[57.4 µM]	-2%	27%	26%	1%	-12%	0.3
- O=C(CSc1nc(=O)n(CCN2CCOCC2)c2c1CCC2)Nc1ccc(OC(F)(F)F)cc1
→ -10%	0%	?	2%	71%[activator]	.	.	.	0.5
- CS(=O)(=O)N1CCC2(CCN(C(c3ccccc3)c3ccccc3)CC2)CC1
→ -9%[60.1 µM]	.	-12%[57.4 µM]	-5%	.	.	-3%	.	.
- O=C(Nc1ccccc1C(F)(F)F)c1c(F)cccc1Cl
→ -9%[60.1 µM]	10%	-8%	-2%	?	1%	-3%	-7%	-0.1
- N#CC(C#N)=Cc1cccn1-c1ccc(S(N)(=O)=O)cc1
→ -17%	3%	-28%	-1%	?	14%	0%	?	-0.1
- COc1ccc(C(=O)NNC(=O)CSc2nnc(C)n2CC2CCCO2)cc1 (stereo not drawn)
→ 0%	-1%	-6%	4%	9%	?	4%	-2%	0.5
- COc1ccc(Cl)cc1NC(=O)CN(C)C(=O)c1cc2ccccc2cc1O
→ -3%	12%	?	-2%	23%	.	.	.	0.3
- CN(C(=O)CN1C(=O)c2ccccc2S1(=O)=O)C1CCCCC1
→ -10%	-5%	-7%	52%[activator]	73%[activator]	.	.	.	.
- CN1CCN(C(=O)C2=C[C@H](c3ccc4c(c3)OCO4)C[C@H](OCc3ccc(CO)cc3)O2)CC1
→ -1%	0%	?	0%	-12%	-5%	3%	-2%	-0.5

# Screens (PubChem)
